Bioassay records: PubChem BioAssay, National Center for Advancing Translational Sciences (NCATS)
N370S GC: inhibits or activates N370S mutant glucocerebrosidase | P04062 | N370S GC spleen homogenate, 4MU-glucoside fluorescence | Potency, µM (highest dose often 59.4 µM), without a hit: top-dose activity change, negative = inhibition, usual class: inhibitors | hit rate 0.092% among 330,000 | AID 2101;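 also: 0% = full enzyme activity and -100% = no enzyme basal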
FEN1 inh: human FEN1 inhibition; P39748; Recombinant FEN1 flap cleavage, fluorescence, 15 min; hit rate 0.35% among 390,000; Potency, µM (top dose mostly 114 µM), without a hit: at the highest dose activity change, negative = inhibition, usual class: inhibitors; also: nearly all actives have a fitted effect of over 65% in size
Target sequence (P39748 whole entry, looked up): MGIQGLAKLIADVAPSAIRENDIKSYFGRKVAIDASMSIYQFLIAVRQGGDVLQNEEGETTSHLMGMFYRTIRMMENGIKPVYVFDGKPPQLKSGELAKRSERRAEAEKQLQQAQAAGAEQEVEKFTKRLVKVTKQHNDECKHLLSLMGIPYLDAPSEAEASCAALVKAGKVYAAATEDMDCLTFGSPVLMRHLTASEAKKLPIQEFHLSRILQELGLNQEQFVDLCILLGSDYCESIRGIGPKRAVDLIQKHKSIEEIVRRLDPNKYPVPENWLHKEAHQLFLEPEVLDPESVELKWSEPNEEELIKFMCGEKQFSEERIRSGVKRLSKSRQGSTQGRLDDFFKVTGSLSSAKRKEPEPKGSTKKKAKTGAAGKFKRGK
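Compounds are tested as a concentration series against 10 nM FEN1; after a 15 min room-temperature preincubation, 50 nM substrate starts cleavage, with plate reads at 0 and 15 min. Normalized responses are fitted by a Hill equation.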
TDP1 inh: blocks human tyrosyl-DNA phosphodiesterase 1. AID 485290. recombinant TDP1, AlphaScreen DNA substrate cleavage. Potency, µM (doses to about 130 µM), inactives show at the top dose activity change, negative = inhibition, actives largely listed as inhibitors. hit rate 0.28% among 350,000. Q9NUW8; also: nearly all actives have a fitted effect of over 40% in size
Target sequence (Q9NUW8 whole entry, looked up): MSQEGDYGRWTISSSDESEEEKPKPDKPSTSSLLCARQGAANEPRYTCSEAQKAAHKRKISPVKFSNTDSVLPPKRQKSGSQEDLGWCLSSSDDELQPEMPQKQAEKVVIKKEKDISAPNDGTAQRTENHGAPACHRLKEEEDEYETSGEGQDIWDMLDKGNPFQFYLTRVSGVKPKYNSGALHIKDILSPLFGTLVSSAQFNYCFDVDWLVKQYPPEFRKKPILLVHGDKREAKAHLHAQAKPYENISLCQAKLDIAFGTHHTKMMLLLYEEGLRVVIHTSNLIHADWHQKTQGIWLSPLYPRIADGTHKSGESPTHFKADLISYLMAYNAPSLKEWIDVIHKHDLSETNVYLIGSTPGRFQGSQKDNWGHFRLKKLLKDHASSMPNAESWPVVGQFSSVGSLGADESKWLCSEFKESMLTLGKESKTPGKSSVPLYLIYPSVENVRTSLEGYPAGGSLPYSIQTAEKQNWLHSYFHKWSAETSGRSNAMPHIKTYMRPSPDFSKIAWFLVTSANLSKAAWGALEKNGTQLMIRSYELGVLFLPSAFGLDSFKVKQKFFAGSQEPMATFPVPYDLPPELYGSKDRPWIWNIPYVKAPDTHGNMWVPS
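Recombinant human Tdp1 (E. coli-expressed, 1 nM final) preincubated with compounds 15 min at room temperature, then 5'-biotin/3'-phosphotyrosine-FITC DNA substrate (15 nM final) added for 5 min. AlphaScreen beads (10 ug/ml final) added 10 min; cleavage lowers signal.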
An asterisk follows results filed as active; u = inconclusive; x = no result given; & = joins results of further samples; [ ] = dose if it differs, or a comment. Calls follow the shape of the dose curve; as a rule, active = well fitted curve in the direction sought with a large enough effect; inconclusive = small, poorly fitted or top-dose-only effect, or another doubt; inactive = no such curve, though single readings can be large; an effect the other way counts as inactive or inconclusive. Unless noted, % is scaled to controls: 0 for no effect and ±100 for the full control effect; potency is read from the fitted curve at half-maximal effect.

Fields – N370S GC	FEN1 inh	TDP1 inh
- COC(=O)[C@@]12CCCN1[C@H](c1ccc(-c3ccc(F)cc3)cc1)[C@H]1C(=O)N(C)C(=O)[C@H]12
    1%	-3%	-1%
- O=C(c1cccs1)N1CCCC1
    u	-1%	-2%
- COc1ccc(N2CCN(C(=O)c3cc4c(=O)n(Cc5ccccc5)ccc4nc3C)CC2)cc1
    -2%	-6%&12%	12%&10%
- CC1(C)C(=O)Nc2ccccc2N1C(=O)CSc1nc(-c2ccccc2)cs1
    11%	-1%	3%
- Cc1cc(C(=O)NNC(=O)CCN2CCN(c3ccccc3)CC2)c2ccccc2n1
    0%	-6%	0%
- CCOc1ccc2nc(SCc3ccc(OC)cc3)sc2c1
    11%	-4%	-3%
- CN(C)C1=NCCN1CC1CCCCC1
    -6%	1%	-7%
- C=CCn1c(=O)c(C(=O)Nc2ccccc2C)c(O)c2ccccc21
    -5%	-4%	x
- N#Cc1ccc(CSc2nnc(-c3ccccn3)n2-c2ccccc2)cc1
    3%	-3%	2%
- CN(C)S(=O)(=O)c1ccc2c(c1)N(CC(=O)N1CCC(C(N)=O)CC1)CCS2
    x	-2%	7%
- Cc1ccc(S(=O)(=O)N(C)C)cc1NC(=S)NNC(=O)C1CC1
    2%	-5%	-1%
- COc1ccc(CN2C3CCCC2CC(NC(=O)Nc2ccccc2C)C3)cc1 (stereo not given)
    0%	-3%	5%
- CSc1nc(N2CCOCC2)c2c3c(sc2n1)CCCC3
    19%	-19%	-2%
- Cc1ccc(C)c(-n2nnc(-c3nc(-c4ccccc4C)no3)c2C)c1
    x	-7%	3%
- Cc1ccc(NC(=O)c2cccc(NC(=O)N3CCSc4ncccc43)c2)cc1F
    x	-3%	6%

Other compounds:
Fields – N370S GC	FEN1 inh	TDP1 inh
- Cc1nc2c(c(N3CCOCC3)n1)OCC(=O)N2
    -5%	0%	2%
- CCOc1ccc(NC(=O)CN2CCN(c3ccc(Cl)cc3)CC2)cc1
    x	2%	-1%
- O=C(CCN1CCOCC1)Nc1ccc2c(c1)N(C(=O)CN1CCOCC1)c1ccccc1CC2
    1%	-17%	6%
- CC(C)NC(=O)c1ccc(S(=O)(=O)N(C)C)cc1
    3%	-1%	0%
- Cc1cc(C)c(NC(=O)Cn2c(=O)n(Cc3ccc(C(=O)NCc4ccc5c(c4)OCO5)cc3)c(=O)c3ccccc32)c(C)c1
    x	0%	5%
- CC1=C(C(=O)NCc2cccc(Cl)c2)C2(CCCCCC2)OC1=O
    x	-4%	2%
- CCCC(C(=O)N(C)CC(=O)Nc1ccc(N2CCOCC2)cc1)c1ccccc1 (stereo not given)
    -3%	8%	5%
- COc1ccc(N(Cc2cccs2)C(=O)COc2cc(C)c(Cl)c(C)c2)cc1
    x	-16%	-12%
- CCOc1ccccc1NC(=O)N1CCCC1C(=O)NCc1cccs1 (stereo not given)
    7%	18%	0%
- Nc1nc(-c2ccco2)nn1C(=O)CCc1ccccc1
    -2%	-5%	12%
- Cc1cc(Br)ccc1NC(=O)CN(C)C(=O)c1cc(S(=O)(=O)N(C)C)ccc1N1CCCC1
    -6%	-3%	2%
- O=C(N/N=C1\CCCc2ccccc21)C(O)c1ccccc1 (stereo not given)
    7%	-18%	5%
- Cn1cc([N+](=O)[O-])c(C(=O)Nc2ccn(C34CC5CC(CC(C5)C3)C4)n2)n1
    -25%	7%	7%
- COc1ccc(NC2CCCN(C(=O)c3cccnc3)C2)cc1 (stereo not given)
    -3%	-12%	2%
- Cc1nnsc1C(=O)NNS(=O)(=O)c1cc(C(F)(F)F)cc(C(F)(F)F)c1
    9%	16%	6%

New compounds follow.
Fields – N370S GC	FEN1 inh	TDP1 inh
- COC(=O)c1c(-c2ccc(C(C)(C)C)cc2)csc1NC(=O)C1C2CCC(O2)C1C(=O)O (stereo not given)
    -3%	5%	0%
- COc1ccc(/C=N/N(c2ccccc2)c2ccccc2)cc1O
    -8%	-21%	10%
- COCCCNC(=S)Nc1ccccc1C
    4%	3%	-8%
- O=C1C2C3C=CC(C3=C3CCCCC3)C2C(=O)N1c1ccccc1 (stereo not given)
    2%	-14%	2%
- COc1cccc(NC(=O)CN2C(=O)c3ccccc3Sc3ncccc32)c1
    x	-6%	0%
- Cn1c(=O)c2c(ncn2CC(=O)NC[C@H]2O[C@@H](n3cnc4c(N)ncnc43)[C@H](O)[C@@H]2O)n(C)c1=O
    x	-5%	-1%[56.1 µM]
- Cc1cccc(C(=O)NNC(=O)c2ccco2)c1
    1%	9%	0%
- COc1ccc(C(=O)NCCc2cccc(Cl)c2)cc1OC1CCN(C(C)=O)CC1
    -12%	1%	1%
- CC1CCCN(CC(=O)NC(=O)NC2CCCCC2)C1 (stereo not given)
    x	-7%	0%
- COc1ccc(N2CCN(C(=O)COC(=O)c3oc4ccc(OC)cc4c3C)CC2)cc1
    0%	-10%	x
- COc1ccc(OC)c(CCNC(=O)c2cnn(-c3ccccc3)c2-n2cccc2)c1
    x	-8%	5%
- CC(=O)c1cccc(NC(=O)c2ccc3c(c2)OCO3)c1
    -8%	-2%	x
- OCCC1CN(Cc2cnc(-c3ccc(Cl)cc3)nc2)CCN1C1CCCC1 (stereo not given)
    1%	0%	5%
- O=[N+]([O-])c1nn(-c2ccc3c(c2)OCCO3)n(O)c1=NC1CCCCC1
    4%	-3%	12%
- COc1cccc(C(=O)OCC(=O)NCc2ccc3c(c2)OCO3)c1OC
    x	-6%	-1%

Part of the list above, with each value named:
Molecule: COc1cccc(C(=O)OCC(=O)NCc2ccc3c(c2)OCO3)c1OC
  N370S GC: x; FEN1 inh: -6%; TDP1 inh: -1%

Molecule: CC1CCCN(CC(=O)NC(=O)NC2CCCCC2)C1 (stereo not given)
  N370S GC: x; FEN1 inh: -7%; TDP1 inh: 0%

Molecule: COc1cccc(NC(=O)CN2C(=O)c3ccccc3Sc3ncccc32)c1
  N370S GC: x; FEN1 inh: -6%; TDP1 inh: 0%

Molecule: COC(=O)c1c(-c2ccc(C(C)(C)C)cc2)csc1NC(=O)C1C2CCC(O2)C1C(=O)O (stereo not given)
  N370S GC: -3%; FEN1 inh: 5%; TDP1 inh: 0%

More compounds.
Fields – N370S GC	FEN1 inh	TDP1 inh
- COc1ccccc1OCCNC(=O)c1cc(C2CC2)nc2c1cnn2C(C)C
    x	-13%	-4%
- COc1ccc(Cl)cc1NC(=O)C1CC(c2c(F)cccc2Cl)=NO1 (stereo not given)
    10%	-23%	x
- CCOC(=O)/C=C/C(=O)Nc1ccc(S(=O)(=O)Nc2nccs2)cc1
    2%	2%	x
- COc1cc(C(=O)NCC(c2ccco2)N2CCc3ccccc3C2)cc(OC)c1OC (stereo not given)
    -7%	9%	x
- CSc1ccc(C(=O)NCC(c2ccco2)N(C)C)cc1[N+](=O)[O-] (stereo not given)
    -9%	-15%	10%[0.0935 µM]
- CCOC(=O)c1c(C)oc2ncnc(N3CCN(c4ccccc4F)CC3)c12
    x	6%	-3%
- CS(=O)(=O)N1N=C(c2ccco2)CC1c1ccc(Cl)cc1 (stereo not given)
    24%	-2%	-3%
- C/C(=N\NC(=S)NCc1ccccc1)c1ccc2c(c1)OCCO2
    -2%	-6%	5%
- COc1ccccc1C(=O)Nc1nc(-c2ccccc2)ns1
    x	1%	2%
- CCN(C(=O)CCS(=O)(=O)c1cccc2nonc12)c1ccc(F)cc1
    -21%	12%	10%
- CCC(=O)NC(/C=C/c1ccccc1)c1cc([N+](=O)[O-])c2cccnc2c1O (stereo not given)
    0%	x	11%
- O=C(/C=C/c1ccccc1)NC(=S)Nc1ccc(N2CCOCC2)cc1
    -13%	-3%	2%
- CCOC(=O)C1CCCCN1C(=O)CCc1c(C)nc2ncnn2c1C (stereo not given)
    x	-4%	1%
- N/C(Cc1ccc([N+](=O)[O-])cc1)=N\OC(=O)c1ccc(Br)cc1
    8%	2%	8%
- CCCCN(C)C(=O)Cn1c(=O)oc2cc(S(=O)(=O)N3CC(C)CC(C)C3)ccc21 (stereo not given)
    6%	14%	6%

Further structures follow:
Fields – N370S GC	FEN1 inh	TDP1 inh
- CCOc1ccc(-c2nonc2NC(=O)c2oc3cc(C)ccc3c2C)cc1OCC
    x	12%	5%
- Cc1cc(Br)ccc1OCC(=O)NNC(=O)c1cnccn1
    18%	4%	4%
- O=C(c1ccncc1)N1CCN(S(=O)(=O)c2ccccc2Br)CC1
    x	9%	1%
- COCc1cc(C)n(CC(=O)Nc2ccc(NC(C)=O)cc2)c(=O)c1C#N
    x	u	1%
- Cc1cccc(CN2CCN(CC(=O)NCCCN3CCN(c4ccc(F)cc4)CC3)C2=O)c1
    -5%	-3%	2%
- COc1ccc(Cl)cc1NC(=O)CN(C)C(=O)CN1C(=O)NC(C)(C)C1=O
    x	6%	1%
- C=C(C)COc1ccc(-c2[nH]ncc2Oc2cccc(OC)c2)c(O)c1
    1%	u	4%
- CN(C)c1ccc(C(=O)OCC(=O)N2CCCC2)cc1
    0%	11%	-17%
- CC(C(=O)NN=C(c1ccccc1)c1ccccc1)N1CCCC1 (stereo not given)
    -5%	-10%	0%
- Cc1cc(Cl)ccc1OCCCC(=O)Nc1ccc(S(=O)(=O)Nc2ncccn2)cc1
    -5%	-7%	-9%
- CCN(CC)c1ccc(NC(=O)c2ccc(Br)o2)c(C)c1
    -1%	-17%	10%
- COC(=O)Cc1ccc(NC(=O)c2ccccc2Br)cc1
    7%	-13%	-5%
- O=C(NCc1ccccc1)c1ccc2c(c1)N(Cc1ccccc1F)C(=O)c1ccccc1S2=O (stereo not given)
    x	-2%	1%
- COc1ccc(S(=O)(=O)NCC(c2ccc(N(C)C)cc2)N2CCc3ccccc32)cc1OC (stereo not given)
    x	-9%	14%
- CC(CC(=O)Nc1nc2ccccc2[nH]1)n1ccnc1 (stereo not given)
    7%	10%	12%

(next part)
Fields – N370S GC	FEN1 inh	TDP1 inh
- CCCn1c(C)cc(C(=O)COc2ccc(C)nc2[N+](=O)[O-])c1C
    6%	-7%	0%
- CCN(CC)S(=O)(=O)c1ccc(C(=O)NNC(=O)C2CCN(S(=O)(=O)c3ccc(Cl)cc3)CC2)cc1
    -4%	-3%	3%
- CC1(C)CC2CC(C)(CN2C(=O)COC(=O)CNC(=O)c2ccc(Cl)c(Cl)c2)C1 (stereo not given)
    3%	-8%	0%
- Cc1cc2c(cc1S(=O)(=O)CCC(=O)N1CC(C)CC(C)C1)OCC(=O)N2 (stereo not given)
    -11%	14%	x
- CCCS(=O)(=O)NCCc1sc2nc(-c3ccc(Cl)cc3)nn2c1C
    x	-8%	-3%
- CC1CC2(CCCC2)Nc2ccc(F)cc21 (stereo not given)
    1%	-5%	x
- COC(=O)[C@H](COC(C)(C)C)NC(=O)O[C@@H]1C(=O)c2cc(OC)ccc2O[C@H]1c1cccc(OC)c1
    -15%	x	3%
- CCOC(=O)c1c(NC(=O)C(NCCN(C)C)c2ccccc2)sc2c1CCCC2 (stereo not given)
    -5%	-5%	1%[0.0935 µM]
- Cc1onc(-c2ccccc2)c1C(=O)Nc1nnc(-c2ccncc2)s1
    -1%	-8%	3%
- CC(=O)NC(=O)c1nnn(Cc2ccccc2)c1NC(C)=O
    11%	7%	-4%
- CCOC(=O)CN1C(=O)N(c2ccccc2OC)S(=O)(=O)c2ccccc21
    -14%	-10%	x
- COC(=O)c1sccc1NC(=O)CN(C)NS(=O)(=O)c1ccc([N+](=O)[O-])cc1
    -8%	-2%	5%
- CCn1c(-c2cc(-c3ccccc3)sc2N)n[nH]c1=S
    5%	-15%	-1%
- COc1cccc(C(=O)Nc2ccc3c(c2)C(=O)c2ccccc2C3=O)c1
    1%	-23%	x
- CCOc1ccc(/C=N/Nc2ccccn2)cc1
    -21%	-9%	5%

Following part
Fields – N370S GC	FEN1 inh	TDP1 inh
- CCN(CC(=O)Nc1ccc2c(c1)OCCO2)C(=O)c1ccc(S(=O)(=O)N(C)C)cc1
    -9%	12%	-3%
- CCCC(=O)C1=C(c2ccccc2)C(C#N)(C#N)C(C#N)=C1N
    2%	-15%	9%
- CC(C)(C)C1CCc2c(sc(NC(=O)Cn3nnc(-c4cccc(C(F)(F)F)c4)n3)c2C#N)C1 (stereo not given)
    x	-1%	2%
- O=C(O)C1CC=CCC1C(=O)Nc1cccc(Cl)c1Cl (stereo not given)
    26%	x	5%
- O=C(c1ccc2snnc2c1)N1CCN(c2ccccc2)CC1
    -5%	1%	8%
- O=C(C1=C[C@@H](c2ccc(Br)cc2)C[C@@H](OCc2ccc(CO)cc2)O1)N1CCN(Cc2ccccc2)CC1
    14µM*	-15%	4%
- CCOCCCNC(=O)c1ccc2c(c1)ncn2-c1ccc(C)cc1C
    -6%	-9%	x
